ATXN viability – Viability Counterscreen for Primary qHTS for Inhibitors of ATXN expression; S2 cells (HEK-293 line with an ATXN2-luciferase reporter) viability, CellTiter-Fluor protease fluorescence, 24 h; Potency, µM (doses to about 56.7 µM), most hits filed as cytotoxic; 0.49% of 400,000 active; AID 651635, 2014; note: potency is the fitted concentration of half-maximal effect; nearly all actives have a fitted effect of over 40% in size
KB-3-1 tox – qHTS assay for MDR1-selective chemotherapeutics: Primary screen using the parental adenocarcinoma cell KB-3-1; 1.4% of 400,000 active; Potency, µM (highest dose often 46.1 µM), for inactives: top-dose activity change, negative = cytotoxic, usual class: cytotoxic; KB-3-1 viability, CellTiter-Glo ATP luminescence, 72 h; note: potency is the fitted concentration of half-maximal effect; % is set by controls: 0 for no effect and ±100 for the full control effect; nearly all actives have a fitted effect of over 60% in size
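KB-3-1 parental drug-naive adenocarcinoma cells in DMEM/10% FBS, incubated 72 h at 37 C with pin-transferred compounds across a concentration series. Viability by CellTiter-Glo luminescence; concentration-response curves fitted after normalization.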
MCF10A rereplic – A quantitative high throughput screen for small molecules that induce DNA re-replication in MCF 10a normal breast cells | 2.9% of 350,000 active | MCF 10A DNA re-replication, Hoechst nuclear intensity, 48 h | Potency, µM (doses to about 46.1 µM), for the others: top-dose activity, positive = re-replication, hits mostly activators | AID 624296, 2012; note: potency is the fitted concentration of half-maximal effect; % of control where 0% means no effect; nearly all actives have a fitted effect of over 50% in size
HT1080 IDH1KD tx – qHTS for induction of synthetic lethality in tumor cells producing 2HG: qHTS for the HT-1080-IDH1KD cell line; HT-1080 IDH1 knockdown viability, ATP luminescence, 48 h; Potency, µM (titrated, usually from 46.1 µM), for the others: top-dose activity, negative = toxicity, usual class: cytotoxic; 2% of 360,000 active;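 note: potency is the fitted concentration of half-maximal effect; 0% = DMSO wells and -100% = cell-free medium wells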
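After a 2 h attachment period, IDH1KD HT-1080 cells took pin-transferred compound for 48 h at 37 °C; ATP-based luminescence after 10 min room-temperature reagent incubation reported viability.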
IL-1B inflam inh – qHTS for Inhibitors of Inflammasome Signaling: IL-1-beta AlphaLISA Primary Screen; THP-1 LPS/ATP IL-1B secretion, AlphaLISA, 16 h; active compounds read low; 4.7% of 360,000 active; activity change, % at 57.5 µM; in the data active = activity change below about -50%; inconclusive = mostly about -30% to -49%; note: % is set by controls: 0 for no effect and ±100 for the full control effect
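Secreted IL-1B measured by AlphaLISA bead assay after 16 h compound exposure of THP-1 cells; compounds (final up to 57.5 uM) added 1 h before LPS (250 ng/mL) and ATP (1.25 mM) stimulation; lower signal means less secretion.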
KB-V1 cytotox – qHTS assay for MDR1-selective chemotherapeutics: Primary screen using the drug-selected MDR subline cells KB-V1; Potency, µM (top dose mostly 46.1 µM), for inactives: at the highest dose activity change, negative = cytotoxicity, hits mostly cytotoxic; KB-V1 MDR cells viability, CellTiter-Glo, 72 h; 3.4% of 400,000 active; note: potency is the fitted concentration of half-maximal effect; % is set by controls: 0 for no effect and ±100 for the full control effect; nearly all actives have a fitted effect of over 60% in size
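Drug-selected KB-V1 cells, grown in DMEM lacking phenol red with 10% FBS, receive compound titrations; after three days at 37 degrees C, surviving cell ATP is quantified by CellTiter-Glo luminescence and responses normalized and curve-fitted.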
HT1080-NT tox – qHTS for induction of synthetic lethality in tumor cells producing 2HG: qHTS for the HT-1080-NT fibrosarcoma cell line; HT-1080-NT fibrosarcoma viability, CellTiter-Glo ATP luminescence, 48 h; AID 686970, 2013; 1.6% of 360,000 active; Potency, µM (top dose mostly 46.1 µM), for inactives: at the highest dose activity, negative = less viability, most hits filed as cytotoxic;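 note: NT is the 2HG producing partner of a matched IDH1 knockdown line; potency is the fitted concentration of half-maximal effect; 0% = DMSO-treated cells and -100% = media-only wells without cells; nearly all actives have a fitted effect of over 55% in size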
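A 48-hour cytotoxicity screen used HT-1080-NT cells plated 2 hours before compound delivery. ATP-based CellTiter-Glo luminescence measured viability, normalized to DMSO and no-cell controls.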
ATXN2 expr inh – Primary qHTS for Inhibitors of ATXN expression | HEK-293 ATXN2-luciferase reporter, luminescence, 24 h | Potency, µM (titrated, usually from 57 µM), without a hit: at the highest dose activity change, negative = inhibition, usual class: inhibitors | 0.72% of 360,000 active; note: potency is the fitted concentration of half-maximal effect; % is set by controls: 0 for no effect and ±100 for the full control effect; nearly all actives have a fitted effect of over 55% in size
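qHTS (up to 57 uM final) was run with 24 h compound exposure of reporter cells at 37 °C. Each well was multiplexed: SteadyGlo luminescence measured ATXN2-luciferase expression after a fluorogenic Gly-Phe-AFC viability readout (25 uM final).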
SW480 rereplic – A quantitative high throughput screen for small molecules that induce DNA re-replication in SW480 colon adenocarcinoma cells; SW480 DNA re-replication, Hoechst DNA content imaging, 48 h; 1.8% of 340,000 active; AID 624297, 2012; Potency, µM (titrated, usually from 46.1 µM), for inactives: at the highest dose re-replication activation, actives largely listed as activators; note: potency is the fitted concentration of half-maximal effect; % of control where 0% means no effect; nearly all actives have a fitted effect of over 55% in size
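Readout is total intensity of Hoechst-stained nuclei, excited at 405 nm and collected at 500-530 nm. Compound treatment lasted 48 hr at 37 C in 5% CO2 before staining.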
* hit, by the source's call; i = inactive; ? = inconclusive; / = no result given; [ ] = dose if it differs, or a comment. Unless noted, calls come from the whole dose curve; as a rule, active = well fitted curve in the direction sought with a large enough effect; inconclusive = small, poorly fitted or top-dose-only effect, or another doubt; inactive = no such curve, though single readings can be large; an effect the other way counts as inactive or inconclusive.

Below each SMILES – ATXN viability	KB-3-1 tox	MCF10A rereplic	HT1080 IDH1KD tx	IL-1B inflam inh	KB-V1 cytotox	HT1080-NT tox	ATXN2 expr inh	SW480 rereplic
CC1C(=O)N2CCCc3cc(NC(=O)C(=O)NCc4ccccn4)cc1c32 (configuration not stated)
→ i	-1.8%	1.4%	-3.6%	14.1	-2.0%	-2.4%	2.6%	-8.1%
Cc1nc([N+](=O)[O-])cn1-c1nc2ccccn2c1[N+](=O)[O-]
→ i	-15.2%	0.4%	11.7%	6.2	0.6%	10.0%	/	2.3%
Cc1sc2nc(SCc3ccc(C(=O)O)cc3)n(Cc3ccco3)c(=O)c2c1C
→ ?	6.8%	-2.7%	-3.5%	17.6	0.5%	-3.2%	?	-13.7%
Cn1c(-c2ccc3ccccc3n2)[n+](C)c2ccccc21
→ i	9.2µM*	9.3%	?	29.1	?	?	21.3%	-19.9%
Cc1ccc(S(=O)(=O)N[C@H](CNCc2ccccc2)C(C)C)cc1
→ /	14.3%	/	1.1%	-7.6	?	-2.7%	/	/
CCOC(=O)Nc1ccc2c(c1)N(C(=O)CN(C)C)c1ccccc1CC2
→ i	-0.1%	-12.6%	-5.5%	-4.4	-13.6%	-5.0%	-11.2%	-6.6%
O=C(CSc1ccc(Cl)cc1)N/N=C/c1ccc([N+](=O)[O-])o1
→ ?	-12.4%	9.2µM*	-29.5%	-29.0	-2.5%	-24.7%	?	20.6µM*
CCn1cc(C(=O)Nc2ccc(F)c(F)c2)cn1
→ i	2.1%	-3.7%	3.6%	-4.1	-18.7%	3.5%	29.5%	3.5%
COc1ccc(OC)c(CN2CCN(C(=O)CN3C(=O)NC4(CCCC4)C3=O)CC2)c1
→ i	-1.9%	0.7%	-1.5%	10.2	?	2.1%	9.4%	-2.6%
CCOc1cc(NC(=O)c2ccco2)c(OCC)cc1NC(=O)COc1ccccc1
→ ?	18.1%	7.3%	1.2%	57.4	7.8%	7.9%	?	3.7%
Cc1nc(C(F)(F)F)ccc1C(=O)N1CCC1(C)C(=O)NS(=O)(=O)c1ccc(C(C)(C)C)cc1 (configuration not stated)
→ i	0.0%	/	?	1.6	3.2%	19.8%	3.7%	/
COc1ccccc1OCCC(=O)OCC(=O)NC(=O)NC(C)(C)C
→ i	2.0%	1.2%	3.4%	-3.7	?	8.8%	0.8%	-3.8%
O=C(NC1CCCC1)c1cc2nc(-c3ccco3)cc(C(F)(F)F)n2n1
→ i	11.4%	0.9%	0.2%	-4.3	-20.2%	3.8%	10.2%	25.9%
O=C(O)c1ccc(F)c(S(=O)(=O)Nc2ccccc2)c1
→ i	-6.6%	0.2%	10.2%	0.0	-0.1%	11.8%	-3.0%	-1.9%
COc1ccc(CC(=O)NCCN2CCCC2)cc1
→ i	14.5%	0.4%	4.1%	23.2	14.9%	10.5%	1.9%	-2.5%[9.22 µM]
Cc1ccc(-c2nc(-c3nccc4ccccc34)oc2-c2ccccc2)cc1
→ i	-0.6%	?	-1.1%	-5.4	-10.7%	-0.4%	/	?
CCOC(=O)c1ccc(CSc2nncn2N)o1
→ i	-0.3%	4.6%	-3.4%	5.1	10.2%	-2.4%	-11.1%	-0.7%
Brc1ccc(-c2csc(Nc3nc(-c4ccc(Br)cc4)cs3)n2)cc1
→ i	-17.3%	17.0%	2.7%	76.6	-15.4%	-0.9%	-0.4%	26.5%
CC(C)(C)NC(=O)C(c1ccc(F)cc1)N(Cc1cccs1)C(=O)c1ccc(CN2CCOCC2)o1 (configuration not stated)
→ i	12.7%	1.4%	-0.3%	-52.7*	?	1.9%	-0.9%	-2.0%
COC(=O)c1nnn(-c2nonc2N)c1-c1cccs1
→ i	10.5%	-20.0%	-24.0%	16.0	14.2%	-6.4%	6.0%	-0.7%
Cc1ccc(N(Cc2cc3cc(C)ccc3[nH]c2=O)C(=O)c2cccs2)cc1
→ ?	-4.8%	-1.5%	1.6%	10.5	?	14.2%	-10.0%	0.9%
Cc1ccc(Cl)cc1N1CCN(S(=O)(=O)c2ccc3c(c2)C(C(C)C)C(=O)N3)CC1 (configuration not stated)
→ i	-14.2%	/	/	/	?	/	?	/
CCc1c(C)nc2ncnn2c1N1CCC(C(=O)NCc2cccs2)CC1
→ i	-23.0%	-3.4%	-7.7%	30.5	-12.7%	-18.4%	-20.8%[11.3 µM]	?
O=C(NC1CCC(O)CC1)c1cc(Cl)c2c(c1)OCCO2 (configuration not stated)
→ i	0.0%	0.7%	-1.2%	4.0	-9.5%	-0.9%	12.5%	-2.6%
COC(=O)/C(=C(O)\C=C\c1ccccc1[N+](=O)[O-])c1nc2ccccc2[nH]1
→ i	-6.9%	-18.6%	-19.5%	?	-3.3%	-15.0%	7.6%	2.3%
Cc1ccccc1OCC(=O)Nc1ccc(N2CCN(S(C)(=O)=O)CC2)cc1
→ ?	-2.2%	9.1%	11.3%	-5.5	3.66µM*	13.9%	-11.6%	-1.4%
CCc1ccc(NC(=O)NNC(=O)CCc2ccccc2)cc1
→ i	1.3%	-1.1%	-3.1%	-4.2	6.9%	-4.8%	1.5%	7.6%
COC(=O)c1ccc(CSc2nnc(-c3c[nH]c4ccccc34)n2-c2ccccc2)cc1
→ i	?	?	-22.2%	?	-20.1%	-2.5%	-17.1%	?
CCCCN(C)c1c(C)nc2ccc(C(=O)N(CC)CCN(C)C)cn12
→ i	0.0%	/	8.0%	-0.5	4.1%	2.9%	17.8%	/
Cc1cc(C)n(C(C)Sc2ccccc2)n1 (configuration not stated)
→ i	-0.6%	-25.9%	-3.7%	-15.2	-9.4%	-8.7%	3.1%	-58.7%[inhibitor]
O=C(CNC(=O)C1CCCCC1)OC(C(=O)c1ccccc1)c1ccccc1 (configuration not stated)
→ i	0.0%	4.8%	/	/	5.2%	/	8.5%	-6.0%
COCCN(CC(=O)Nc1cccc(C)c1C)C(=O)C1(c2ccc(Cl)cc2)CCC1
→ i	-10.5%	78.5%	-9.6%	-53.1*	-4.0%	-6.6%	-15.8%	-12.4%
COc1ccccc1CCNC(=O)C1CCN(c2nc3ccccc3nc2C(F)(F)F)CC1
→ i	-12.7%	/	/	/	?	/	-5.0%	/
CC1=C(C(=O)OC2CCCC2)C(c2ccccc2C(F)(F)F)CC(=O)N1 (configuration not stated)
→ i	4.5%	/	/	/	23.2%	/	-24.2%	/
Cc1nn(CCCC(=O)NCCc2ccccc2)c(C)c1[N+](=O)[O-]
→ i	-0.4%	5.7%	13.9%	-4.7	-3.2%	?	-2.1%	-9.0%
CC(C)(C)NC(=O)c1cc(-c2ccccc2)n[nH]1
→ i	-8.1%	-3.9%	-0.3%	-9.4	-4.3%	-1.0%	-14.3%	-3.7%
Cc1cc(SCC(=O)N/N=C/c2cccnc2)nc2c(C)cccc12
→ i	-14.2%	5.8%	3.3%	24.6	-2.8%	-1.0%	-9.1%[11.3 µM]	18.5%
CC(C#N)Sc1nc2ccccc2c(=O)n1-c1ccccc1 (configuration not stated)
→ i	-3.9%	4.2%	-5.9%	3.1	-1.4%	14.5%	-8.2%	-0.8%
O=C(O)Cn1c(=O)c2c3c(sc2n(Cc2ccccc2F)c1=O)CCCC3
→ i	11.0%	1.2%	5.3%	25.2	27.1%	13.0%	-22.1%	-8.4%
O=C(COC(=O)Cc1ccccc1F)NC(=O)NC1CCCC1
→ i	1.6%	10.7%	-3.9%	2.2	-10.5%	0.9%	/	-2.2%
CO[C@H]1CN(C)C(=O)c2ccc(NS(=O)(=O)c3ccccc3F)cc2OC[C@H](C)NC[C@@H]1C
→ /	-2.4%	/	1.4%	-4.6	-5.4%	15.4%	/	/
CC1=C(C(=O)OC2CCCCCCC2)C(c2cccc(O)c2)NC(=O)N1 (configuration not stated)
→ ?	-9.7%	28.7%	?	-19.2	1.5%	?	-14.2%	1.0%
O=C(C1CC(Cl)CN1S(=O)(=O)c1ccc(Cl)cc1)N1CCOCC1 (configuration not stated)
→ i	?	1.9%	6.0%	14.5	-4.2%	6.2%	-36.5%	-1.5%
COc1ccc(C2CC(c3ccc(OC)cc3O)=NN2C(=O)c2ccccc2)cc1 (configuration not stated)
→ i	-1.0%	?	-15.4%	-10.9	?	-9.7%	-8.5%	2.7%
O=C(C1CCC(CNS(=O)(=O)c2cccc3cccnc23)CC1)N1CCCC1 (configuration not stated)
→ i	-4.1%	-0.9%	-0.5%	16.9	11.7%	2.1%	9.2%	-8.3%
O=C(COc1ccccc1)N1CCN=C1c1ccccc1
→ i	-0.7%	-0.2%	7.7%	-5.5	12.0%	0.7%	-7.1%	-7.1%

An excerpt from above in order of length of the SMILES, smallest number first.
Below each SMILES – ATXN viability	KB-3-1 tox	MCF10A rereplic	HT1080 IDH1KD tx	IL-1B inflam inh	KB-V1 cytotox	HT1080-NT tox	ATXN2 expr inh	SW480 rereplic
O=C(COc1ccccc1)N1CCN=C1c1ccccc1
→ i	-0.7%	-0.2%	7.7%	-5.5	12.0%	0.7%	-7.1%	-7.1%
COc1ccc(C2CC(c3ccc(OC)cc3O)=NN2C(=O)c2ccccc2)cc1 (configuration not stated)
→ i	-1.0%	?	-15.4%	-10.9	?	-9.7%	-8.5%	2.7%
CO[C@H]1CN(C)C(=O)c2ccc(NS(=O)(=O)c3ccccc3F)cc2OC[C@H](C)NC[C@@H]1C
→ /	-2.4%	/	1.4%	-4.6	-5.4%	15.4%	/	/

High-throughput results deposited in PubChem BioAssay by National Center for Advancing Translational Sciences (NCATS).
